Source: PubChem BioAssay
Hep lipid drop: hepatic lipid droplet formation modulation; AML12 mouse hepatocytes, oleate lipid droplets, BODIPY imaging; inhibition, % at 6.5 µM; 0.4% of 240,000 active;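 active means lipid droplet intensity inhibited by at least 50%, with more than 500 cells counted; inconclusive means wells with under 300 cells, treated as cytotoxic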
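Assay system: AML12 hepatocytes (mouse); Probe or stimulus: oleic acid at 100 µM to induce lipid droplet formation; Dosing: compound at 6.5 µM only; Schedule: compound with oleate, overnight; Detection: fluorescence imaging, 20x objective, two fields per well; Measure: % inhibition of lipid droplet signal.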
human PMI inhibitors: MPI inhibition at elevated mannose 6-phosphate – biochemical, fluorescence intensity, high mannose 6-phosphate, primary screen (AID 1220); 0.66% of 190,000 active; inhibition, % at 20 µM, or IC50 in µM where a hit was titrated; recombinant PMI enzyme, coupled fluorescence intensity; higher % means a stronger effect
PMI inhibitors: MPI enzyme activity inhibition – biochemical, fluorescence intensity, coupled assay, primary screen (AID 1209); 0.42% of 190,000 active; purified PMI enzyme, coupled fluorescence intensity; higher % means a stronger effect; inhibition, % at 20 µM, or IC50 in µM where a hit was titrated;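 further: plate controls were DMSO vehicle for no effect and wells lacking substrate for full effect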
TNAP activation fold: human TNAP enzyme activators, primary screen, biochemical, luminescent, no phosphate acceptor, uHTS (AID 1001); 0.03% of 200,000 active; one-dose activation fold at 20 µM; EC50 in µM for titrated hits; purified TNAP, luminescent activation assay, no phosphate acceptor; higher activation fold means a stronger effect; in the data active means activation fold from about 3, or a potency from the dose series; inactive means the rest, 99 in 100 with activation fold below about 1.6; further: many of its hits are not listed in these tables
ER stress rescue: protection against thapsigargin-triggered cell killing – 384-well, CSM14.1, ATP luminescence, primary screen (AID 1222); CSM14.1 thapsigargin-induced death rescue, ATP luminescence; higher % means a stronger effect; one-dose cellular ATP content (survival), % at 20 µM; EC50 in µM for titrated hits; 190,000 tested, under 10 active;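 active means EC50 below 50 µM in the dose-response confirmation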;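 further: death triggered by thapsigargin at about 15 µM added after 2 h compound pretreatment; cell ATP read after overnight thapsigargin exposure of roughly 18 to 22 hours; normalized against plate controls of thapsigargin alone and 5% DMSO vehicle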
Myeloid diff MLP: promotes myeloid progenitor differentiation; ER-HoxA9 myeloid progenitors, lysozyme-GFP differentiation, flow cytometry; calls only at 10 µM; AID 624256; 1% of 360,000 active;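 active means normalized GFP-positive differentiation at or above the plate's own cutoff, the solvent-only control mean plus 3 SD; inconclusive means no clear call, values can overlap the other calls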;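 further: cells exposed to compound for four days before flow analysis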
M1AAP inhibition: P. falciparum M1AAP inhibitors, biochemical, fluorogenic H-Leu-NHMec substrate, 1536-well (AID 1445); 0.42% of 220,000 active; inhibition, % at 30 µM; hits with a dose series show IC50 in µM; recombinant M1AAP, H-Leu-NHMec fluorogenic kinetic assay; higher % means a stronger effect;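 active means primary inhibition above the hit cutoff, then over 50% inhibition at one or more dose response concentrations, cut at about 23% in these data, passing the limit was not always enough; inconclusive means conflicting primary data, or primary hits not chosen for dose response; inactive means low primary inhibition, or under 50% at every dose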;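 further: plate controls were DMSO full reaction for no effect and no enzyme background for full effect; strong numbers were not always called active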
WT yeast gro inh: growth inhibition of WT yeast, mitochondrial fusion screen; 2.1% of 190,000 active; inhibition, % at 10 µM; mitochondrial fusion phenotypic screen, WT strain; in the data active means inhibition above about 58%; tested in S. cerevisiae
K1F lysis inhibition: protection from phage-mediated lysis, alamar blue read-out – E. coli UTI89, K1F phage, bacterial capsule biogenesis inhibitors (AID 488966); E. coli UTI89 K1F phage lysis, alamar blue, 2 h; higher % means a stronger effect; one-dose inhibition, % at 100 µM; IC50 in µM for titrated hits; 0.02% of 340,000 active;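 active means phage lysis inhibition, versus mean bacterial control, above a set limit; inconclusive means no clear call, values can overlap the other calls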;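 further: capsule biogenesis inhibitors block K1F phage lysis so surviving cells raise fluorescence; higher fluorescence means more inhibition of phage lysis; actives were called in the ten point dose series up to 300 µM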
WT yeast gro inh mutant strain: also measured in WT yeast gro inh; calls as there; inhibition, %; mitochondrial fusion phenotypic screen, mutant strain inhibition
Hep lipid drop cells 6.5 µM: further read-out of Hep lipid drop, marked with its call; cell count; measured here: cell count, cytotoxicity flag;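 cells counted across two imaged fields per well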
Myeloid diff MLP GFP+ MAC1+ %: further read-out of Myeloid diff MLP, marked with its call; GFP+ MAC1+ double positive, %; measured here: differentiation confirmed by MAC1 staining
* hit, by the source's call; i = inactive; ? = inconclusive; / = not tested or not shown; + = active, no number; [ ] = remark or other dose. Unless noted, no stated cut-off is given here; in the data, active means inhibition above about 50%; inactive means the rest.

Compound,Hep lipid drop,Hep lipid drop cells 6.5 µM,human PMI inhibitors,PMI inhibitors,TNAP activation fold,ER stress rescue,Myeloid diff MLP,Myeloid diff MLP GFP+ MAC1+ %,M1AAP inhibition,WT yeast gro inh,WT yeast gro inh mutant strain,K1F lysis inhibition
Nc1nc(-c2ccco2)nn1C(=O)c1ccc(F)cc1,4,723,-3%,-2%,1,-1.3%,i,0.7,2%,-8,0,0.4%
CCC(C)(C)NC(=O)COc1ccc(C(=O)c2ccccc2)cc1,10,668,7%,4%,1.2,0.7%,i,0.3,10%,-1,-14,-0.4%
CNS(=O)(=O)c1ccc(N2CCCC2)c([N+](=O)[O-])c1,1,669,14%,10%,1,-0.7%,i,0.4,10%,-14,13,0.1%
COc1ccc(NC(=O)Cn2nc(C(F)(F)F)c3c2CCCC3)c(OC)c1,2,673,17%,17%,1.1,-2.7%,i,2.5,-2%,20,25,0.5%
O=C(CNC(=O)c1ccc([N+](=O)[O-])cc1)N/N=C\c1ccc(OC(=O)c2ccccc2)cc1,-8,662,-7%,5%,1.1,-0.9%,i,0.8,2%,12,20,1.1%
COc1ccc(CC(NC(C)=O)C(=O)NC2CCN(c3c(Cc4ccccc4)c(C)nc4ncnn34)CC2)cc1OC (stereo unspecified),2,784,15%,9%,1,-1.4%,/,/,7%,-3,-23,/
CCc1ccc(Oc2cc(C)nc(N)n2)cc1,2,754,0%,-1%,1.1,-0.2%,i,0.8,9%,4,-25,-0.1%
Cc1ccc(Cl)cc1NC1=NC(=S)N(C(C)C)C12CCCCC2,-3,688,2%,9%,1,-1.8%,i,0.9,-5%,6,9,0.6%
CCOc1ccc(NC(=O)Nc2ccc3nccnc3c2)cc1,/,/,7%,-2%,1.1,-0.2%,i,0.6,3%,9,18,0.1%
CC1(C)OC(=O)C(=NNc2ccccc2)C(=O)O1,2,790,-7%,-8%,1,-2.0%,i,0.5,6%,-3,-20,8.4%
CCn1c(=O)cc(SCC(=O)NCc2cccnc2)c2ccccc21,/,/,-8%,-11%,1,-1.4%,i,3.7,2%,16,-20,12%
FC(F)(F)c1cccc(NC(=S)N(CCCN2CCCC2)Cc2cccn2Cc2ccc(Cl)cc2)c1,-13,705,12%,12%,1.1,2.3%,+,1.4*,3%,95,95,0.2%
Cc1ccc(-c2csc3ncnc(-n4nnc5ccccc54)c23)cc1C,4,643,10%,7%,1,12%,i,0.3,-1%,12,13,3.4%[50 µM]
COc1ccc(N2CCN(C(=O)CNS(=O)(=O)c3ccc(C)cc3)CC2)cc1,-1,726,-6%,-10%,1.1,-0.6%,i,0.5,0%,-4,14,3.6%
CC[n+]1ccc(C(=O)NCc2ccccc2)cc1,5,745,-10%,-12%,1.1,/,i,0.0,-1%,-6,14,0.1%
NC(=O)c1ccccc1NC(=S)NC(=O)CCc1ccccc1,-70,368,5%,24%,1,-3.8%,?,/,3%,9,-1,4.4%
Cc1oc(-c2ccccc2)nc1CSc1nc2c(c(=O)[nH]1)CCC2,-27,725,14%,9%,1,-2.4%,i,0.2,1%,-1,-20,0.1%
COc1ccc2[nH]cc(CCNS(=O)(=O)c3ccccc3)c2c1,3,697,23%,17%,1,4.9%,i,0.3,7%,4,2,-0.1%
CC1CCCN(CCCNC(=O)c2coc3nc4ccccc4nc23)C1 (stereo unspecified),/,/,8%,6%,1,-2.0%,i,0.7,10%,-3,-1,1.0%
Cn1c(=O)c2c(nc(NCCc3ccccc3)n2CC(=O)NCCc2ccccc2)n(C)c1=O,-14,578,10%,8%,1.1,-1.1%,i,0.6,5%,4,-7,-2.1%
O=C(COc1ccc(S(=O)(=O)N2CCCC2)cc1Cl)NC1CCCC1,3,783,-5%,5%,1.1,-1.2%,i,0.9,3%,3,-27,3.7%
C=CCn1c(SC2CCOC2=O)nc2sc(CC)cc2c1=O (stereo unspecified),/,/,-16%,-17%,1,-0.9%,i,0.6,3%,-17,2,0.5%
COCC(=O)Nc1cc([N+](=O)[O-])ccc1OC,18,646,0%,3%,1.1,-5.6%,i,0.7,11%,-7,-11,3.8%
Cc1c(C(=O)N(C)C)c2ccc(Cl)cc2n1O,8,691,7%,7%,1.1,-1.5%,i,0.2,-2%,1,-5,0.1%
CCOC(=O)CSc1nc2c(c(=O)[nH]c(=O)n2C)n1CCc1ccccc1,/,/,9%,9%,1,-0.2%,i,1.1,2%,7,14,0.5%
CC(=C\C(=O)O)/C(=C/c1ccc(C)o1)C(=O)O,1,695,-11%,-25%,1.1,1.6%,i,0.9,-4%,-2,-3,-0.1%
O=c1/c(=C/c2ccco2)sc2n1CN(c1cccc(Br)c1)CN=2,-22,758,-3%,13%,1,-0.7%,i,2.0,23%,13,-1,2.5%
NC(=S)N/N=C/c1ccccc1[N+](=O)[O-],-2,709,10%,25%,1,-0.9%,i,0.1,7%,3,2,2.8%
CN(C)/C=N/c1ncc(C(=O)c2ccc3ccccc3c2)s1,/,/,10%,9%,1.1,-2.1%,i,0.7,9%,9,5,0.3%
COc1ccc(OC)c2sc(NC(=O)CCSc3ccccc3)nc12,-2,562,2%,4%,1,1.0%,i,2.3,1%,5,-6,2.8%
COc1ccc(-n2c(NN)nc3sc4c(c3c2=O)CCCC4)cc1,26,695,17%,7%,0.9,3.7%,i,0.5,3%,9,2,-0.3%
CCOC(=O)C(NC(=O)c1ccc(OC)cc1)(N1CCOCC1)C(F)(F)F (stereo unspecified),19,730,10%,13%,1.2,-2.2%,i,7.9,2%,-5,-3,1.1%
CC(C)C(=O)Nc1nnc(SCC(=O)NCc2ccco2)s1,12,692,2%,3%,1.2,-2.4%,i,0.0,1%,-5,-4,1.5%[50 µM]
COC(=O)c1cc(C(=O)N2CCN(c3ccccc3OC)CC2)cc([N+](=O)[O-])c1,?,/,-3%,5%,1,-2.4%,?,/,-3%,15,2,-0.4%
CN1CCN(c2ncnc3c2[nH]c2ccc(F)cc23)CC1,4,619,-3%,-3%,1.1,0.5%,i,0.6,8%,12,-2,-0.3%
COC(=O)c1cccc(C(=O)N2CCCC(C(=O)c3cc(F)ccc3F)C2)c1 (stereo unspecified),-88,683,9%,11%,1.1,2.3%,i,0.6,0%,5,-8,0.2%
CN(CC(=O)Nc1cccc2ccccc12)C(=O)/C=C/c1cccs1,5,625,-10%,0%,1,-1.1%,i,1.2,17%,0,2,3.3%
CNCCCC1c2ccccc2C=Cc2ccccc21,13,726,9%,-1%,1,-3.9%,i,1.1,1%,20,-6,14%
O=C(CN1C(=O)NC(CCc2ccccc2)C1=O)NC1CC1 (stereo unspecified),0,702,-8%,-4%,1.2,-1.1%,i,0.7,?,-7,-6,1.4%
CC(=O)Nc1ccc(S(=O)(=O)N2CCCC(C(=O)O)C2)cc1 (stereo unspecified),-8,691,-27%,-34%,1,-1.0%,i,0.2,3%,-12,-11,-0.1%
COc1cc(/C=N/NC(=O)c2ccc(COc3ccccc3Cl)o2)cc(Br)c1O,10,664,0%,-2%,1.1,0.2%,i,1.2,8%,-13,-30,0.2%
COc1ccccc1-n1c(=O)c2c3c(sc2n2c(SC(C)C)nnc12)CCC3,10,693,6%,8%,1.1,-0.6%,i,0.6,4%,-8,-6,0.8%
CCN(CCCNC(=O)c1c(C)cc(=O)oc1C)c1cccc(C)c1,-21,643,-2%,6%,1,0.7%,i,1.4,9%,14,30,0.2%
COCCOc1cc(N2C(=O)CSCC2=O)c(Cl)cc1Cl,/,/,0%,-1%,1.1,-1.0%,i,4.6,4%,2,17,0.1%
O=C(/C=C/Nc1ccccc1C(F)(F)F)c1ccco1,-4,648,/,/,1.1,-2.9%,i,0.3,12%,15,26,0.6%
CC(C)NC(=O)C1CCN(c2ccc(S(=O)(=O)N3CCOCC3)cc2Cl)CC1,-6,721,/,/,/,/,i,0.2,-3%,/,/,0.2%
CCC(C)[C@H](NC(=O)CCn1nnc2ccccc2c1=O)C(=O)O (stereo partly specified),2,711,-1%,-1%,1.1,-3.0%,i,0.1,2%,-10,-19,0.4%
COc1ccccc1C(=O)Nc1nnc(SCC(=O)Nc2ccc3c(c2)oc2ccccc23)s1,-4,634,5%,10%,1,1.1%,i,0.1,5%,3,-6,3.2%[50 µM]
COc1ccc(C(C)=O)cc1CSc1nc2cc(C(=O)O)ccc2c(=O)n1Cc1ccccc1,13,631,8%,5%,1.1,0.5%,i,0.3,84µM*,-4,-17,0.7%[50 µM]
COc1ccc(-c2[nH]ncc2CNCC(C)(C)N2CCOCC2)cc1F,14,694,8%,-5%,0.8,-0.1%,i,0.9,-1%,-3,3,4.3%
Cc1ccc2c(c1)sc1ncc(NC(=O)c3ccc(F)cc3)c(=O)n12,7,736,-11%,-10%,1.1,0.5%,/,/,0%,-6,-1,/
Nc1c(C(=O)Nc2ccccc2)c2nc3ccccc3nc2n1-c1ccc(O)cc1,34,713,/,/,/,/,i,0.9,6%,/,/,0.5%
CCCn1nnc(NC(=O)c2ccco2)n1,-2,790,4%,7%,1.1,1.2%,i,0.7,2%,-6,0,0.4%
C/C(=N/NC(=O)C1CC1(c1ccccc1)c1ccccc1)c1ccco1 (stereo unspecified),-26,699,9%,14%,1.1,-0.9%,i,1.2,18%,21,1,-1.2%[50 µM]
Cc1nn(C(C)C(=O)NCc2ccccc2)c(C)c1[N+](=O)[O-] (stereo unspecified),/,/,-7%,-6%,1.1,-2.9%,i,1.2,-1%,0,-4,0.0%
N#Cc1ccccc1Cn1c(=O)n(-c2ccc(CC(=O)NCc3ccco3)cc2)c(=O)c2sccc21,-7,582,10%,10%,1.1,-2.1%,i,3.9,8%,8,5,-0.2%

Rows are unselected; any-hit rate near 4.6%.
